# LANA DNA inh = inhibitors of KSHV C-LANA binding to DNA, primary screen, biochemical, fluorescence polarization, FAM-LBS DNA, MBP-C-LANA, single point; inhibition, % at 9 µM; actives 0.078% (n = 340,000); AID 504423, 2011;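 active means highest replicate inhibition at or above 60% at 9 µM, even if other replicates fall short; inactive means all replicates below 60% inhibition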;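 further: 0% = neutral control wells and 100% = 4 µM acridine orange control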
# SR-BI DiI inh = inhibitors of SR-BI mediated HDL lipid uptake, primary screen, ldlA[mSR-BI] cells, fluorescence, single point | Scavenger receptor class B member 1 (Mus musculus), Q61009 | ldlA[mSR-BI] CHO cells, DiI-HDL uptake fluorescence, 3 h | inhibition, % at 12.5 µM | actives 0.96% (n = 320,000) | AID 488896, 2010;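 active means mean replicate inhibition of at least 70% and a set share of replicates each scoring 70 or more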;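 further: 0% = median of neutral control wells and 100% = median of positive control wells; values of inactives mirror those of a sister screen read the other way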
# Target sequence (Q61009 whole entry, looked up): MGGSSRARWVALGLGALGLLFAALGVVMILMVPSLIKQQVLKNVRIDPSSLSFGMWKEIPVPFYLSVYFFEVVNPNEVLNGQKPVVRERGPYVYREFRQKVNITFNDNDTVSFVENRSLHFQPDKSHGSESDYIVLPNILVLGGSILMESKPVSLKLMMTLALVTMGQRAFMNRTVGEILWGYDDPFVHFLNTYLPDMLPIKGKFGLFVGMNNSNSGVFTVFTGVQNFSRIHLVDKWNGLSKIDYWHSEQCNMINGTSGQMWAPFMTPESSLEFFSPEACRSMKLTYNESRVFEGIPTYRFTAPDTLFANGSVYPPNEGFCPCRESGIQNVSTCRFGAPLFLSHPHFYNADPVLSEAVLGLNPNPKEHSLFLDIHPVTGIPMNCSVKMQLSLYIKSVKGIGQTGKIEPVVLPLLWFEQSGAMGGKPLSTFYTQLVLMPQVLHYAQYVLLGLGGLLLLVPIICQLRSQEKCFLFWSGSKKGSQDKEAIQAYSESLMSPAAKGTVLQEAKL
# PKA-R2B activ = activators of PKA-R2B holoenzyme, primary screen, biochemical, fluorescence polarization, Cy5-IP20, human. AID 504700, 2011. PKA-R2B holoenzyme dissociation; R2B truncated from residue 108, S112A mutant; 0% DMSO only, 100% 113 µM cGMP. actives 0.079% (n = 340,000). activation, % at 11.4 µM;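 active means activation above a cutoff set at the mean over all compounds plus 3 SD, cut at about 18% in these data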;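 further: higher means more holoenzyme dissociation and a rise in polarization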
# Target sequence (P31323 whole entry, looked up, other chains not shown, the tested form may be a part): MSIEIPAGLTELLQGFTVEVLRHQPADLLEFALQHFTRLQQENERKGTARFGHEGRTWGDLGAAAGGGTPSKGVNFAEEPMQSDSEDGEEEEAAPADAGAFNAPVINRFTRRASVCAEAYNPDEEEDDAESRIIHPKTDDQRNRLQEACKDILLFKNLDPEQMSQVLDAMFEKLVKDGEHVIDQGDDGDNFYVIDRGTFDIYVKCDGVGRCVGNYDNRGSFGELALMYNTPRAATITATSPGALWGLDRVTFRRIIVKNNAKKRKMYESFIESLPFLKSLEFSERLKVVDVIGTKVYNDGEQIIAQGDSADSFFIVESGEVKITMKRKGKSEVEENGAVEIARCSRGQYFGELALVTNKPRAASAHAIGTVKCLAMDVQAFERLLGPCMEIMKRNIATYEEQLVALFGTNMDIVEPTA
# PvdQ inh = P. aeruginosa PvdQ acylase inhibitors, primary screen, biochemical, fluorescence, plate reader and imaging, single point. inhibition, % at 10 µM. purified PvdQ acylase. PvdQ acylase [Pseudomonas aeruginosa LESB58]. actives 0.063% (n = 340,000); in the data active means inhibition above about 30%, passing the limit was not always enough;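 further: 0% = vehicle neutral wells and 100% = reference inhibitor wells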
# SR-BI DiI-HDL act = activators of SR-BI mediated DiI-HDL uptake, primary screen, ldlA[mSR-BI] CHO cells, DiI fluorescence; 3 h; 100 = double the neutral-control signal; activation, % at 12.5 µM; actives 0.096% (n = 320,000);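 active means mean replicate activation of at least 60% and every replicate at or above 60%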;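 further: 0% = median plate neutral-control signal and 100% = twice that signal; values of inactives mirror those of a sister screen read the other way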
#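 Test system: SR-BI-overexpressing, LDLR-lacking CHO cells. Measured by: DiI fluorescence, bottom read. Medium: Ham's F12 with 0.5% BSA, HEPES 25 mM, pH 7.4. Timing: 3 h uptake period with compound, 37 °C.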
# Keap1-Nrf2 PPI = Keap1-Nrf2 protein-protein interaction inhibitors, primary screen, biochemical, fluorescence polarization, single point; Kelch-like ECH-associated protein 1 (Homo sapiens), Q14145; Keap1 Kelch-Nrf2 peptide fluorescence polarization, 1536-well; inhibition, % at 9.4 µM; actives 0.15% (n = 340,000); AID 504523, 2011; in the data active means inhibition above about 12%;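 further: human Keap1 Kelch domain with fluorescein labeled Nrf2 9mer peptide probe; 0% = neutral control wells and 100% = peptide positive control; higher means more block of Keap1 binding to Nrf2 peptide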
# RTF Ca sens inh = cardiac RTF calcium sensitivity inhibitors, primary screen, biochemical, IANBD-TnC fluorescence, EC70 calcium; IANBD-labeled cardiac RTF, Ca2+ fluorescence; inhibition, % at 7.15 µM; actives 0.12% (n = 340,000);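 active means inhibition above the mean inhibition of all tested compounds plus 3 SD, cut at about 17% in these data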;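 further: assay run at fixed EC70 calcium of 1.6 mM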
# DAGLB inhibitor = DAGLB lipase inhibitors, primary screen, biochemical, fluorescence, HTS | Diacylglycerol lipase-beta (Homo sapiens), Q8NCG7 | HEK293T DAGLB membrane lysate, EnzChek fluorogenic substrate | inhibition, % at 5.17 µM | actives 0.059% (n = 340,000) | AID 504411, 2011; in the data active means inhibition above about 34%;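 further: 0% = enzyme with vehicle and 100% = wells lacking enzyme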
# Arr AP2 block = inhibitors of beta-arrestin/AP2 binding, primary screen, biochemical, GPCR trafficking, flow cytometry | FITC-arrestin peptide / GST-AP2 beads; AP2 beta2 appendage carries R879A mutation | beta-arrestin 1 C-terminal peptide binding to AP2 beta2-adaptin appendage (human) | actives 0.31% (n = 340,000) | inhibition, % at 10 µM;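 active means inhibition above a set limit, near 3 SD of compounds lacking own fluorescence, cut at about 54% in these data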;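 further: plate controls were DMSO wells for no effect and 5 µM unlabelled arrestin peptide for full effect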
#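 System: GST-AP2 R879A bound to glutathione beads, E. coli-expressed. Also added: 50 nM FITC-arrestin peptide. Schedule: compound with beads 12 min RT, then probe 1 h RT. Signal: bead flow cytometry, FITC channel. Read-out basis: percent response.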
# NSD2 HMT inh = NSD2 histone methyltransferase inhibitors, primary screen, biochemical, AlphaScreen, single concentration, set 2 | actives 0.54% (n = 310,000) | Histone-lysine N-methyltransferase NSD2 (Homo sapiens), O96028 | inhibition, % at 12.5 µM | NSD2 peptide methylation, 120 min; in the data active means inhibition above about 50%
# * = called active by the depositor; / = not tested or not shown; & = joins results of further samples.
1) CCCOC1CCCN(C(=O)c2cc(Cl)c(Cl)cc2C(=O)O)C1 (centres undefined)
2) c1ccc(CN2CCN(c3cnc4ccccc4n3)CC2)cc1
3) CCN(CC)C(=O)CSC1=C(C#N)C(c2ccco2)C(C(=O)OCCOC)=C(C)N1 (centres undefined)
4) Cc1cc(=O)n2[nH]c(SCc3ccccc3)nc2n1
5) CCCn1nnnc1NCc1ccc(OC)cc1
6) COCc1[nH]nc2c1C(c1ccccc1OC)C(C#N)=C(N)O2 (centres undefined)
7) FC(F)(F)c1cc(-c2cccs2)nc2cc(-c3cccs3)nn12
8) CC(C)(C)Oc1ccccc1Nc1nc(NCCO)nc(N2CCCC2)n1

compound no.	1	2	3	4	5	6	7	8
LANA DNA inh	-1.5	-1.3	1.9&0.8	-0.6	1.5	-0.6	-2.7	-1.1
SR-BI DiI inh	-22	11	27&24	-38	-34	-13	26	29
PKA-R2B activ	6	-1	0&-8	6	-1	-12	/	0
PvdQ inh	-13	-10	-5&4	-11	-9	6	-8	-8
SR-BI DiI-HDL act	22	-11	-27&-24	38	34	13	-26	-29
Keap1-Nrf2 PPI	1	1	-9&-5	-1	-3	1	-1	0
RTF Ca sens inh	-15	-10	6&4	-1	1	-6	/	1
DAGLB inhibitor	0	-6	3&0	-2	-1	-2	/	-4
Arr AP2 block	-1	6	-4&35	-3	-15	8	2	0
NSD2 HMT inh	-1	-6	0&1	-3	-4	2	-1	/

# Brought forward from above: four compounds; new compounds follow.
5) CCCn1nnnc1NCc1ccc(OC)cc1
6) COCc1[nH]nc2c1C(c1ccccc1OC)C(C#N)=C(N)O2 (centres undefined)
7) FC(F)(F)c1cc(-c2cccs2)nc2cc(-c3cccs3)nn12
8) CC(C)(C)Oc1ccccc1Nc1nc(NCCO)nc(N2CCCC2)n1
9) CCOC(=O)C(C)S(=O)(=O)c1ccc(C(F)(F)F)cn1 (centres undefined)
10) O=C(OCC#CCSc1nnc(-c2cccc3ccccc23)o1)c1cc2ccccc2o1
11) O=Cc1c(NC2CCCCC2)c2ccccc2[nH]c1=O
12) O=c1ccc2cc(S(=O)(=O)N3CCN(c4cc(Cl)ccc4Cl)CC3)ccc2o1
13) C=CCNC(=O)COC(=O)c1nc2nccc(C)n2n1
14) COc1ccccc1-c1cc(C(=O)NCc2ccc(F)cc2)no1
15) CCOc1ccc(N(CC(=O)N2CCCC2)S(=O)(=O)c2ccc(Cl)cc2)cc1
16) O=C(CC1C(=O)NCCN1Cc1ccoc1)NCc1cccc(OC(F)(F)F)c1 (centres undefined)

compound no.	5	6	7	8	9	10	11	12	13	14	15	16
LANA DNA inh	1.5	-0.6	-2.7	-1.1	0.7	0.2	3.4	0.2	0.2	-0.6	0.1	0.1
SR-BI DiI inh	-34	-13	26	29	-41	12	/	-1	-37	14	11	/
PKA-R2B activ	-1	-12	/	0	-4	-9	11	-3	6	-8	-9	7
PvdQ inh	-9	6	-8	-8	-7	-3	-14	-12	-2	5	-14	-17
SR-BI DiI-HDL act	34	13	-26	-29	41	-12	/	1	37	-14	-11	/
Keap1-Nrf2 PPI	-3	1	-1	0	-4	-2	-5	-3	4	0	-2	-2
RTF Ca sens inh	1	-6	/	1	8	5	-7	-1	-3	5	-8	-4
DAGLB inhibitor	-1	-2	/	-4	1	3	-1	-6	2	-17	-2	-1
Arr AP2 block	-15	8	2	0	-7	-15	14	-7	3	24	-16	-9
NSD2 HMT inh	-4	2	-1	/	-2	/	-1	-2	-3	0	-1	3

17) CCc1cccc(C)c1N(C(=O)Cn1c(=O)[nH]c2ccccc21)C(C)COC (centres undefined)
18) CCN(CC(=O)NC1CCS(=O)(=O)C1)S(=O)(=O)c1cc(Br)ccc1Br (centres undefined)
19) Cc1ccc(S(=O)(=O)NCC(=O)N(CC(=O)NCc2ccco2)Cc2ccc(F)cc2)cc1
20) C[n+]1ccccc1/C=C/c1ccc(F)c(F)c1
21) COC(=O)C1=C2SCC(=O)N2C(N)=C(C#N)C1
22) CCc1cccc(C)c1NC(=O)c1ccc2nc(N3CCOCC3)sc2c1
23) O=C(O)C[C@H]1c2cc(C(F)(F)F)ccc2S(=O)(=O)N1Cc1ccccc1
24) O=c1c2ccccc2nc2n1CCCCC2

compound no.	17	18	19	20	21	22	23	24
LANA DNA inh	1.9	0.7	-2.6	2.3	-1.2	3.7	0.9	0.8
SR-BI DiI inh	10	-13	16	12	2	11	-15	-8
PKA-R2B activ	12	7	-1	5	-2	-3	-3	0
PvdQ inh	-9	-14	-11	-17	-13	-6	9	-6
SR-BI DiI-HDL act	-10	13	-16	-12	-2	-11	15	8
Keap1-Nrf2 PPI	0	0	2	-6	-7	-3	-2	1
RTF Ca sens inh	-8	-8	-6	2	-1	-4	-2	-3
DAGLB inhibitor	0	-2	-6	-1	-1	1	-1	-3
Arr AP2 block	-3	21	4	-8	-8	4	9	8
NSD2 HMT inh	2	0	-2	11	0	/	/	-6

25) COc1cc(/C=C(/Sc2nnc(-c3ccc(F)cc3)o2)C(=O)O)ccc1OC(F)F
26) O=C(Cn1ncn2cccc2c1=O)N1CCCCC1
27) COCCSc1nnc(NC(=O)CS(=O)(=O)c2ccc(C)cc2)s1
28) O=C(OCC(=O)N1CCN(C(=O)c2ccco2)CC1)c1cc(-c2ccc(Cl)c(Cl)c2Cl)nc2ccccc12
29) CCOC(=O)c1sc2nc(SC)nc(-c3ccc(Cl)cc3)c2c1N
30) CCOc1ccc(-n2nc(C(=O)N3CCN(CC)CC3)c3ccccc3c2=O)cc1
31) CCn1c(/C=C/c2ccccc2)nc2ccccc21
32) Clc1ccc(NCc2cccnc2)cc1

compound no.	25	26	27	28	29	30	31	32
LANA DNA inh	-1.0	-1.9	-0.2	-2.5	1.3	-1.2	-1.6	0.5
SR-BI DiI inh	5	-4	-8	7	87*	-13	43	-16
PKA-R2B activ	-3	-5	-5	-3	3	-8	-4	2
PvdQ inh	-7	-9	-11	-12	-9	-6	-11	-4
SR-BI DiI-HDL act	-5	4	8	-7	-87	13	-43	16
Keap1-Nrf2 PPI	-2	-2	-2	-6	3	0	-3	2
RTF Ca sens inh	-5	2	1	5	-11	0	-6	-2
DAGLB inhibitor	0	-1	1	-2	-1	-1	-1	0
Arr AP2 block	1	0	-5	2	-5	10	-10	-4
NSD2 HMT inh	1	2	-8	-5	/	-1	-4	-1

33) CC(=O)NCC12CC3CC(C1)CC(C(=O)O)(C3)C2
34) COc1ccc(S(=O)(=O)N2CCN(C(=O)COc3ccc4c(C)cc(=O)oc4c3)CC2)cc1
35) Cc1cc(C2=NNC(=Nc3ccc(S(=O)(=O)N4CCOCC4)cc3)SC2)c(C)n1CC1CCCO1 (centres undefined)
36) Cn1c(SCC(=O)N2c3ccccc3Sc3ccccc32)nnc1-c1ccco1
37) CCCn1c(Cc2ccccc2)nnc1SCC(=O)N1CCOCC1
38) Cc1cc2oc(=O)cc(COC(=O)Cn3cnnn3)c2cc1C(C)C
39) CCOC(=O)c1ccc(NC2c3ccccc3C(=O)N2c2cccnc2)cc1 (centres undefined)
40) COc1cc(OC)c(OC)cc1CNCc1ccco1

compound no.	33	34	35	36	37	38	39	40
LANA DNA inh	0.5	/	-1.1	-0.9	1.2	0.2	-0.2	0.1
SR-BI DiI inh	-5	19	-9	11	-7	6	3	-8
PKA-R2B activ	-3	/	-7	-7	3	-8	11	-6
PvdQ inh	-10	13	-24	-16	-3	-17	1	-12
SR-BI DiI-HDL act	5	-19	9	-11	7	-6	-3	8
Keap1-Nrf2 PPI	-3	/	-1	-3	4	-1	-2	-1
RTF Ca sens inh	3	/	0	0	7	-4	0	-4
DAGLB inhibitor	-1	/	6	-2	1	2	2	-1
Arr AP2 block	1	/	18	-3	3	-2	3	15
NSD2 HMT inh	-4	-2	-15	3	1	-1	/	0

41) NS(=O)(=O)c1ccc(CCNC(=O)c2ccc(CS(=O)(=O)c3ccc(Br)cc3)o2)cc1
42) CCOC(=O)CN1C(=O)N[C@@H](CCc2ccccc2)[C@@H](C(=O)OC)[C@H]1C
43) O=S(=O)(c1ccccc1)N1CCc2ccccc2C1
44) CCC1(c2ccccc2)NC(=O)N(CC(=O)Nc2ccc(S(N)(=O)=O)cc2)C1=O (centres undefined)
45) CC(O)[C@@H](C(=O)N1CCNCC1)n1cc(CCCCN)nn1 (some centres undefined)
46) NC(=O)NN=C1C2CCCC1C(c1ccccc1)NC2c1ccccc1 (centres undefined)
47) Cc1c(O)c(CN2CCCCC2)cc2c3c(c(=O)oc12)CCC3
48) COc1ccc(/C(C)=N/NC(=O)C2CC2)cc1

compound no.	41	42	43	44	45	46	47	48
LANA DNA inh	0.2	-0.7	-1.4	-0.2	0.3	-7.5	-1.4	-0.1
SR-BI DiI inh	/	-11	-2	/	-17	-17	4	-18
PKA-R2B activ	-10	-8	11	-5	-3	-1	-8	-6
PvdQ inh	-7	15	-12	-6	5	8	-42	-11
SR-BI DiI-HDL act	/	11	2	/	17	17	-4	18
Keap1-Nrf2 PPI	2	-3	-3	-2	0	-3	-2	-4
RTF Ca sens inh	0	0	-6	-4	-1	2	-3	-10
DAGLB inhibitor	1	1	-3	1	-1	-5	-2	0
Arr AP2 block	-17	-3	-14	-2	35	13	12	10
NSD2 HMT inh	-2	/	9	2	/	-1	1	2

49) CC(=O)Nc1ccc(S(=O)(=O)NCc2ccc(C(=O)NCc3ccc4c(c3)OCO4)cc2)cc1
50) Cc1ccc(COc2ccc(C(=O)NN)cc2)cc1
51) O=C(NCCCN1CCCC1=O)c1nnc(Cc2c(F)cccc2Cl)o1
52) CCc1nnc(NC(=O)C2CC(=O)N(Cc3ccccc3)C2)s1 (centres undefined)
53) CC(C)CC(=O)Nc1cccc(NC(=O)CC(C)C)n1

compound no.	49	50	51	52	53
LANA DNA inh	-0.9	1.4	0.6	-1.8	-0.4
SR-BI DiI inh	1	15	-17	-19	7
PKA-R2B activ	-12	7	-6	4	-12
PvdQ inh	-13	-4	-8	-6	-6
SR-BI DiI-HDL act	-1	-15	17	19	-7
Keap1-Nrf2 PPI	-3	1	0	-2	-3
RTF Ca sens inh	-2	-1	0	-6	-18
DAGLB inhibitor	-1	-1	0	0	0
Arr AP2 block	2	-25	11	20	-7
NSD2 HMT inh	/	2	-1	1	-2
